Compound activity: PubChem BioAssay, Broad Institute
Casp6 inh – human caspase-6 inhibitors, primary screen, biochemical, VEID-R110 fluorescence, single point, set 2; P55212; purified caspase-6, Z-VEID-R110 cleavage fluorescence; inhibition, % at 12.5 µM; 0.53% of 350,000 active; AID 686996, 2013;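 active = mean inhibition across replicates at least about 35%, with every replicate also reaching that limit, limit read from the data; inconclusive = only one of the two criteria met; inactive = neither criterion met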;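 note: 0% = median of neutral control wells and 100% = no fluorescence left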
Target sequence (P55212 24-179 limits assumed): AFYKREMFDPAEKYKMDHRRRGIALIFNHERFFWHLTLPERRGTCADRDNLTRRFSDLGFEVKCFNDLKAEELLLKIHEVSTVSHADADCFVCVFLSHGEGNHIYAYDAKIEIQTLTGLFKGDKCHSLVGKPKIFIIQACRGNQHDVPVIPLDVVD
Target sequence (P55212 194-293 limits assumed): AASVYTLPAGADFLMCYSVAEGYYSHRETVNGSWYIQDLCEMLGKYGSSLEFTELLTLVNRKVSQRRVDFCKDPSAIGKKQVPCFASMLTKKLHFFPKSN
esBAF inh – Bmi1 luciferase reporter increase in mESCs, primary screen, esBAF inhibitor project, mouse ES cells, Bmi1 luciferase knock-in, single point | AID 602393, 2012 | 2% of 350,000 active | reporter increase, % at 12.5 µM | 24 h; 100% = twice the neutral-well signal; in the data active = activation above about 40%; inconclusive = no clear call, values can overlap the other calls;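 note: 0% = median of the plate's neutral control wells and 100% = double that signal; a rise in the Bmi1 reporter signal indicates esBAF inhibition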
ERp5 block – inhibitors of ERp5-driven insulin aggregation, primary screen, biochemical, turbidity, absorbance 650 nm, single point; Protein disulfide-isomerase A6 (Homo sapiens), Q15084; 90 min; inhibition, % at 9.99 µM; 0.05% of 350,000 active; AID 651711, 2012;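 active = mean replicate inhibition above about 25%, with every replicate also reaching it, limit read from the data, passing the limit was not always enough; inconclusive = only one of those two criteria met; inactive = neither criterion met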
ARNT TACC3 PPI – disruptors of ARNT/TACC3 protein interaction, primary screen, biochemical, AlphaScreen, single concentration. Transforming acidic coiled-coil-containing protein 3 (Homo sapiens), Q9Y6A5. AlphaScreen His-ARNT PAS-B/GST-TACC3 binding, luminescence; TACC3 fragment carries E629A point mutation. inhibition, % at 9.99 µM. 0.66% of 390,000 active. AID 623870, 2012;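 active = mean inhibition of replicates at least 50% and at least half of replicates each reaching 50%; inconclusive = half or more replicates reach 50% but mean below 50%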;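 note: 0% = complete ARNT plus TACC3 wells and 100% = ARNT alone without TACC3; many hits fall short of the cut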
RAD52 inh – RAD52 DNA annealing inhibitors, primary screen, biochemical, FRET, single point, set 2. DNA repair protein RAD52 homolog (Homo sapiens), P43351. recombinant RAD52 DNA annealing, FRET fluorescence. inhibition, % at 18.7 µM. 0.46% of 360,000 active;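 active = every replicate showing at least 50% inhibition; inconclusive = mean inhibition at least 50% but not in every replicate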
RAD54 inh – inhibitors of human RAD54 branch migration, primary screen, biochemical, fluorescence, single point; AID 602329, 2012; RAD54 Holliday junction branch migration, FAM/BHQ fluorescence; inhibition, % at 10.4 µM; 0.14% of 360,000 active; DNA repair and recombination protein RAD54-like (Homo sapiens), Q92698;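 active = mean normalized replicate activity at least 40 and at least half of replicates scoring 40 or more; inconclusive = only one of the two criteria met; inactive = mean below 40 and under half of replicates reaching 40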;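 note: 0% = median of neutral control wells and 100% = median of positive control wells; inhibitors cause a drop in the FAM fluorescence signal; in these data hits start at about 50%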
Target sequence (Q92698 whole entry, looked up): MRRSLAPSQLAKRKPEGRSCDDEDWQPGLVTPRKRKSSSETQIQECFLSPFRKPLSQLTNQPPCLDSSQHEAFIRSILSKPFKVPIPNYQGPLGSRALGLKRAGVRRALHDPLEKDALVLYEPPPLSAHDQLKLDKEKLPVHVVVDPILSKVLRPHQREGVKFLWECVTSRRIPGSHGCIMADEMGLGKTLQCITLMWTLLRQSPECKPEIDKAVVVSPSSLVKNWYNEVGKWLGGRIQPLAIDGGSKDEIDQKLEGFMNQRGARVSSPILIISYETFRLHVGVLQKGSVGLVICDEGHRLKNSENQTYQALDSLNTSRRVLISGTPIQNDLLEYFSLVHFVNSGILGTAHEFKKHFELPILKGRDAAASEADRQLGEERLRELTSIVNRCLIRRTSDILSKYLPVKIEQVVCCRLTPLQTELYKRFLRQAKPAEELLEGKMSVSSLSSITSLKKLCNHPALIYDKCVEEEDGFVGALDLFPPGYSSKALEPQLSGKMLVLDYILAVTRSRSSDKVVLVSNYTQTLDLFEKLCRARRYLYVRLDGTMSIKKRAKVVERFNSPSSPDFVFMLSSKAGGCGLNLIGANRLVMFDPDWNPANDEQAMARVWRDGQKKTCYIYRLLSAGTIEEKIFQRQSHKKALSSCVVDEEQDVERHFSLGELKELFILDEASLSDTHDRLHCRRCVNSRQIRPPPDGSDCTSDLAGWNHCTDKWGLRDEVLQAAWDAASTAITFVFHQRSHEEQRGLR
E-selectin induc – E-selectin induction in HUVECs, primary screen, imaging, HUVEC, immunofluorescence imaging, single point; normalized: neutral wells 0, TNF-alpha wells 100; activation, % at 7.58 µM; 0.37% of 260,000 active; AID 686992, 2013;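 active = mean E-selectin-positive cell signal at least 10% of the positive control, reached in at least 60% of replicates, without over 20% cell loss; inconclusive = no rule given, readout overlaps actives, possibly toxicity-flagged; inactive = the rest, including those meeting only one limit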;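 note: in these data hits start at about 27%; measured in HUVEC primary endothelial cells; signal is the percent of cells scored E-selectin positive by PE staining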
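Material: HUVEC primary endothelial cells; Amount: 3,000 cells per well; Dosing: single concentration; Medium: EGM-2 growth medium on 0.1% gelatin-coated wells; Read-out basis: percent E-selectin-positive cells; Signal: immunofluorescence imaging; Control set: TNF-alpha, DMSO.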
PglD DTNB – C. jejuni PglD acetyltransferase inhibitors, primary screen, biochemical, DTNB colorimetric, single point; inhibition, % at 12.5 µM; purified PglD enzyme, DTNB colorimetric CoA detection; UDP-N-acetylbacillosamine N-acetyltransferase PglD (Campylobacter jejuni); 0.098% of 360,000 active; AID 602405, 2012; in the data active = inhibition above about 16%, passing the limit was not always enough; inconclusive = no clear call, values can overlap the other calls; note: strong numbers were not always called active
* hit, by the source's call; ? = inconclusive; . = not tested or not shown; & = joins results of further samples. Outcome played no part in choosing rows. Share with any hit: about 3.2%.

molecule	Casp6 inh	esBAF inh	ERp5 block	ARNT TACC3 PPI	RAD52 inh	RAD54 inh	E-selectin induc	PglD DTNB
CCC1=Nc2cc(C(=O)NCCCOC(C)C)ccc2Sc2ccccc21	.	-11	.	1	.	3	.	-4
Cc1nc(SCc2c(F)cccc2Cl)n[nH]1	.	9	.	-3	.	-3	.	1
O=C(NCC1CCCO1)Nc1cccc(Cl)c1 (centres undefined)	.	25	.	-2	.	-2	.	3
Cc1ccc(C(=O)Cn2nnc(-c3cccs3)n2)cc1	1	20	-1	-5	-17	.	-0.2	.
CO[C@@H]1CN(C)C(=O)c2cc(NC(=O)Cc3ccccc3)ccc2OC[C@H](C)N(C(=O)c2ccccc2F)C[C@H]1C	-3	1	5	-7	-4	-5	0.2	0
CCc1nnc(NC(=O)CSc2nc3[nH]ncc3c(=O)[nH]2)s1	-1	-2	2	3	-8	0	.	-5
COCC(=O)N1CC(=O)N2[C@H](C1)[C@H](c1ccc(-c3ccncc3)cc1)[C@@H]2CO	0	.	5	.	0	.	0.0	.
Oc1ccccc1N=Nc1nc(-c2ccccc2)c(-c2ccccc2)[nH]1	.	-57	.	-2	.	4	.	-6
CCN(CC)S(=O)(=O)c1cc(NC(=O)C(C)N2CCc3ccccc32)ccc1C (centres undefined)	4	3	13	4	-28	-5	1.3	0
Cn1cc(Cl)c(C(=O)NC2CCCC2)n1	-1	3	7	-5	-2	-1	.	-4
OC[C@@H]1CN(Cc2ccncc2)C[C@H](n2cnc3c(NCc4ccco4)ncnc32)O1	-4	-7	5	.	-16	-4	-0.3	-5
O=C1C(Br)=Cc2cccc3cccc1c23	3	-2	-1	11	-27	1	6.8	-4
CCn1cnc2c([N+](=O)[O-])c(NS(=O)(=O)c3ccc(C)cc3)ccc21	.	-9	-3	3	-6	-7	-0.2	-4
CN1CCN(CCCN2c3ccccc3Sc3ccc(Cl)cc32)CC1	.	1&-4	2	33&21	79*	13&16	0.6	-6&1
Cc1noc(C)c1NC(=O)Nc1ccc2c(c1)CC(=O)N([C@H](C)CO)C[C@@H](C)[C@H](CN(C)C)O2	-1	-3	6	-11	11	-3	-2.9	-2
CCOc1ccccc1-n1nnnc1SC(C)C(=O)OC (centres undefined)	-6	.	-2	-3	-11	.	0.8	.
COC(=O)C(C)Sc1nnc(Cc2cc(=O)[nH]c(=O)[nH]2)n1-c1ccc(OC)cc1 (centres undefined)	2	-5	3	-11	-16	-9	.	10
COc1ccccc1C=NN=Cc1ccccc1O	0	.	-11	7	-23	.	0.1	.
CCCCc1nnc(NC(=O)c2oc3ccccc3c2C)s1	-1	63*	5	7	4	.	5.1	.
CCCOc1cccc(C(=O)NCCCNC(=O)c2cccnc2)c1	2	.	6	3	-7	-9	0.0	-1
O=[N+]([O-])c1nn(-c2ccc3c(c2)OCCO3)n(O)c1=NCCC1=CCCCC1	-2	35	2	-1	-12	-5	1.5	2
CC1CC(C)CN(CCCNC(=O)CC2Oc3ccccc3NC2=O)C1 (centres undefined)	-9	-5	-2	-5	-11	6	.	1
CCN(CC)c1ccc2cc(-c3nc(-c4cc5ccccc5oc4=O)cs3)c(=O)oc2c1	-2	.	1	12	-84	-34	.	-5
CC(Oc1ccccc1)C(=O)Nc1ccc(C(N)=O)cc1 (centres undefined)	.	-8	.	0	.	3	.	-2

Whole records from above. Order of screens: Casp6 inh | esBAF inh | ERp5 block | ARNT TACC3 PPI | RAD52 inh | RAD54 inh | E-selectin induc | PglD DTNB
CCn1cnc2c([N+](=O)[O-])c(NS(=O)(=O)c3ccc(C)cc3)ccc21 as listed: . | -9 | -3 | 3 | -6 | -7 | -0.2 | -4
COc1ccccc1C=NN=Cc1ccccc1O as listed: 0 | . | -11 | 7 | -23 | . | 0.1 | .

Next section:
molecule	Casp6 inh	esBAF inh	ERp5 block	ARNT TACC3 PPI	RAD52 inh	RAD54 inh	E-selectin induc	PglD DTNB
CC(C)OCCCNc1ccc(N2C(=O)CCCC2=O)cc1[N+](=O)[O-]	0	-3	3	1	-7	7	0.2	-2
O=c1oc(CCO)cc2ccccc12	-2	-3	1	-1	-3	4	0.7	1
CCN(c1ccccc1)S(=O)(=O)c1ccc(C(C(=O)OC)C(=O)OC)c([N+](=O)[O-])c1	0	3	-2	2	-3	6	-0.1	1
Cc1cc(C)nc(NC(=O)c2cccs2)c1	-4	?	-1	-6	-2	-3	0.0	4
O=C(CCc1ccccc1)Nc1cccc([N+](=O)[O-])c1	-1	8	-5	-2	-5	-5	.	5
COc1ccccc1NC(=S)N/N=C/c1cccc(C)c1	-5	.	-1	-15	-10	.	0.0	.
O=C(CS(=O)(=O)Cc1ccccc1)N1CCc2ccccc21	.	30	.	-9	.	5	.	3
COc1ccccc1CNC(=O)N1CCN(c2ccccc2)CC1	0	2	2	-3	-14	3	-0.1	-4
CO[C@@H]1CN(C)C(=O)c2cc(NC(=O)NC3CCCCC3)ccc2OC[C@@H](C)NC[C@@H]1C	2	-6	3	-11	4	7	0.2	1
Cc1ccc(C(=O)Nn2c(N)c(S(=O)(=O)c3ccc(C)cc3)c3nc4ccccc4nc32)cc1	.	7	.	-2	.	-1	.	-3
COc1cc(C=O)ccc1OCCCOc1ccccc1[N+](=O)[O-]	2	.	1	17	1	.	-0.1	.
CCNC(=O)C[C@H]1CC[C@H]2[C@@H](COc3ccc(NS(C)(=O)=O)cc3C(=O)N2C)O1	-1	-5	-1	30	-5	-3	0.1	-1
O=C(O)CNC(=O)C1(NC(=O)OCc2ccccc2)CCCC1	0	2	-6	-1	-4	-13	-0.1	0
C/C=C/c1ccc([C@@H]2[C@H]3CN(C(=O)Nc4cc(F)ccc4F)CCCCN3[C@H]2CO)cc1	-2	-6	3	-3	-19	-4	-0.2	7
COc1cccc(C(=O)Nc2ccc3c(c2)OC[C@H](C)N(CC2CC2)C[C@H](C)[C@H](OC)CN(C)C3=O)c1	1	5	5	-5	11	7	1.1	-1
COc1ccc(CN(C)C[C@H]2Oc3c(NC(=O)Nc4ccc(C(F)(F)F)cc4)cccc3C(=O)N([C@H](C)CO)C[C@@H]2C)cc1	-6	2	-3	0	3	-5	.	8
Cc1ccc(S(=O)(=O)Nc2ccc3c(c2)C(=O)N([C@H](C)CO)C[C@@H](C)[C@H](CN(C)C(=O)NC2CCCCC2)O3)cc1	0	1	-1	7	9	-10	5.0	-2
O=C(O)CNS(=O)(=O)c1ccc2c(c1)CCCC2	1	0	0	6	-11	1	0.0	-4
C[C@H](CO)N1C[C@H](C)[C@H](CN(C)Cc2ccccc2)Oc2ccc(NS(=O)(=O)c3cccs3)cc2C1=O	0	-2	9	-10	6	0	-0.2	0
COc1ccc(/C=C/C(=O)Nc2ccc(S(=O)(=O)Nc3onc(C)c3C)cc2)cc1OC	3	.	6	15	2	-8	.	-8
O=C(CC(=O)N/N=C\c1ccc(F)cc1)NCCc1ccccc1	0	.	2	0	-7	.	.	.
C=CCC1S/C(=N/N=C/c2cccs2)NC1=O (centres undefined)	0	19	-1	.	-26	4	-0.2	-1
Cc1nn(S(=O)(=O)c2ccccc2)c(C)c1Sc1ccc([N+](=O)[O-])cc1	.	-4	.	7	.	-18	.	0
CCCNC(=O)N1[C@H](C#N)[C@@H](c2ccccc2)[C@@H]1CO	0	-1	0	0	8	-11	0.1	0
Cc1cc(C(=O)Nc2ccc3c(c2)C(=O)N(C)[C@H]2CC[C@@H](CC(=O)N[C@@H](C)c4ccccc4)O[C@H]2CO3)no1	-2	11	4	-8	-6	0	-0.1	3
CO[C@@H]1CN(C)C(=O)c2cc(NC(=O)Nc3ccccc3)ccc2OC[C@@H](C)N(C(=O)Nc2c(C)noc2C)C[C@@H]1C	-1	-1	4	4	11	-5	-0.2	-1
CCOC(=O)c1c(C)[nH]c(C(=O)CSc2nnc(Nc3ccccc3F)s2)c1C	.	.	.	-4	.	1	-0.1	12
CCCn1c(=O)c(C(=O)Nc2cccc(C)n2)c(O)c2ccccc21	0	50*	-2	-9	6	-4	.	1
CNC(=O)CCCCC(=O)N/N=C/c1ccc(Cl)cc1Cl	-8	.	3	-12	-9	4	-0.7	-1
O=C(Cn1cc(Cl)ccc1=O)c1ccc(Cl)cc1	2	.	-1	.	-9	.	-0.5	.
Nc1ncnc2oc(-c3ccco3)c(-c3ccco3)c12	.	-4	.	26	.	2	.	4
CO[C@H](CN(C)C(=O)c1ccccc1F)[C@@H](C)CN([C@H](C)CO)S(=O)(=O)c1ccc(Cl)cc1	2	-1	1	-2	9	-5	0.0	7
C[C@@H]1CN([C@H](C)CO)C(=O)c2cc(NS(=O)(=O)c3ccccc3)ccc2O[C@@H](C)CCCCO[C@@H]1CN(C)Cc1ccc(Cl)c(Cl)c1	1&-2	-17	-7&-4	10	7&-19	2	0.0&0.2	2
Cc1cccc(S(=O)(=O)N2CC[C@@H]3[C@@H](CO)N(C)c4ccc(-c5ccccc5F)cc4[C@@H]32)c1	0	1	-8	6	-10	-11	-1.0	-8
CCOc1ccc(CCNC(=O)CCc2nnc3ccc(N4CCOCC4)nn23)cc1	2	-5	2	0	-2	7	0.0	-2
Cc1ccc(S(=O)(=O)N(C)C)cc1NC(=S)NCCc1ccccn1	.	.	7	-6	-16	.	-1.5	.
COc1ccc(NC(=O)CSc2n[nH]c(N)n2)cc1OC	-5	2	-1	-4	-11	.	0.8	.
Cc1cc(C(=O)Nc2cccc3c2O[C@H](CN(C)C(=O)Nc2ccc(C(F)(F)F)cc2)[C@H](C)CN([C@@H](C)CO)C3=O)n(C)n1	-1	-6	0	.	5	2	-7.8	0

Given with each value named: 3 of the compounds above
CCOC(=O)c1c(C)[nH]c(C(=O)CSc2nnc(Nc3ccccc3F)s2)c1C
  Casp6 inh = .	esBAF inh = .	ERp5 block = .	ARNT TACC3 PPI = -4	RAD52 inh = .	RAD54 inh = 1	E-selectin induc = -0.1	PglD DTNB = 12
C[C@@H]1CN([C@H](C)CO)C(=O)c2cc(NS(=O)(=O)c3ccccc3)ccc2O[C@@H](C)CCCCO[C@@H]1CN(C)Cc1ccc(Cl)c(Cl)c1
  Casp6 inh = 1&-2	esBAF inh = -17	ERp5 block = -7&-4	ARNT TACC3 PPI = 10	RAD52 inh = 7&-19	RAD54 inh = 2	E-selectin induc = 0.0&0.2	PglD DTNB = 2
O=C(Cn1cc(Cl)ccc1=O)c1ccc(Cl)cc1
  Casp6 inh = 2	esBAF inh = .	ERp5 block = -1	ARNT TACC3 PPI = .	RAD52 inh = -9	RAD54 inh = .	E-selectin induc = -0.5	PglD DTNB = .
